Bioassay records (PubChem BioAssay)
mcGAS MS inh: inhibitors of Mus musculus cyclic GMP-AMP synthase, initial high-throughput assay, cell-free, RapidFire MS | AID 1259397, 2018 | 130,000 compounds, 0.18% hits | recombinant mouse cGAS, cGAMP by RapidFire MS | inhibition, % at 12.5 µM;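 active means inhibition of cGAS enzyme activity at or above 60%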;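 further: enzyme stimulated by 45 bp dsDNA with ATP and GTP substrates; cGAMP share of summed cGAMP plus half ATP and half GTP signals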
Target sequence (Q8C6L5 whole entry, looked up): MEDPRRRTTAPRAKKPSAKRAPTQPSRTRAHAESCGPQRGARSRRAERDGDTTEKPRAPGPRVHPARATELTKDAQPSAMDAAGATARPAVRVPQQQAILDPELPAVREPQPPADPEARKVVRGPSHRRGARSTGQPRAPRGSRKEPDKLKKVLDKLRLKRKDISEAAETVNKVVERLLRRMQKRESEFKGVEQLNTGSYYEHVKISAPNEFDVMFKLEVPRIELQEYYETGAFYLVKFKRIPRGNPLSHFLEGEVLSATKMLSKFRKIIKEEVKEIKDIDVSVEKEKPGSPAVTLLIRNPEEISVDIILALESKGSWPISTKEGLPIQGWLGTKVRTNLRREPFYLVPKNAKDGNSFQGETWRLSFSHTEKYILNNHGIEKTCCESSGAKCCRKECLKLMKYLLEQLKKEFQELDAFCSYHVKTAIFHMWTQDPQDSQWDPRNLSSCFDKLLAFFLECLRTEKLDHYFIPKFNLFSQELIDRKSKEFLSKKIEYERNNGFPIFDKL
The depositor's hits bear a star; & = joins results of further samples. Not all compounds are listed; rates above refer to the full screens.

`OCCOc1ccccc1CN1CCOC(c2ccc(Cl)c(Cl)c2)C1` (stereo unspecified) gave mcGAS MS inh -19.2.
For CC1=C(c2ccc(C)cc2)S(=O)(=O)N=C1Nc1ccc(C)cc1 the results were mcGAS MS inh -7.6.
Screening CN(C)CCN(Cc1ccco1)C(=O)c1ccncc1F returned mcGAS MS inh -7.8.
CCn1cnc2c1c(=O)n(Cc1ccco1)c(=O)n2-c1ccc(Cl)cc1 was read as mcGAS MS inh -17.3.
Screening COc1ccc(C(C)=O)cc1CN1C(=O)C(C)ON=C1c1cccc(Cl)c1 (stereo unspecified) returned mcGAS MS inh 0.6.
For Cc1ccccc1C1C(C(=O)C(C)C)=C(O)C(=O)N1c1ccc(C(=O)O)cc1 (stereo unspecified) the results were mcGAS MS inh 7.0.
For COC(=O)c1c(O)ccc(-c2ccc(C)cc2)c1C(=O)OC the results were mcGAS MS inh -7.2.
Cc1ccc(C2CCCN2Cc2noc(C(C)(C)C)n2)cc1C (stereo unspecified) was read as mcGAS MS inh -4.8.
For CCc1nc(C)cn1S(=O)(=O)c1ccc(OC)c(C(C)(C)C)c1 the results were mcGAS MS inh -12.6.
`O=C(OCc1cccc2cccnc12)C1CC2CCCC(C1)C2=O` (stereo unspecified) gave mcGAS MS inh -0.8.
`O=C(CSCc1ccncc1)Nc1ccc(-c2cncnc2)cc1` gave mcGAS MS inh -38.2.
Screening O=C(NCc1cn2ccccc2n1)C1CCC(=O)N(CCN2CCOCC2)C1 (stereo unspecified) returned mcGAS MS inh 0.9.
`O=C(CCS(=O)(=O)c1ccccc1)OCc1cc(-c2ccc(F)cc2)on1` gave mcGAS MS inh -2.7.
Screening Cc1ccc(CN(C)C(=O)CN(C)CC(=O)Nc2c(Cl)cccc2Cl)o1 returned mcGAS MS inh 2.8.
Screening O=C(NCc1cccs1)c1cc(-c2ccco2)on1 returned mcGAS MS inh 11.7.
For O=C(C1=CCCC1)N1CCCC(Nc2ccccc2)C1 (stereo unspecified) the results were mcGAS MS inh -1.1.
`O=C1C2C3C=CC(C3)C2C(=O)N1CNc1cccc(Cl)c1` (stereo unspecified) gave mcGAS MS inh -5.0.
CNc1cncc(-c2cccc(C(=O)NC3CC3)c2)n1 was read as mcGAS MS inh 2.0.
For COC(=O)c1ccc(CN2CCOC(Cc3cccc(OC)c3)C2)cc1 (stereo unspecified) the results were mcGAS MS inh -5.0.
Cc1nc2[nH]n(C)c(=O)c2c(C)c1CC(=O)N1CCCC(C)C1 (stereo unspecified) was read as mcGAS MS inh -5.4.
CN(Cc1cc(C2CC2)n[nH]1)C(=O)c1cc(Cn2cnc3ccccc32)on1 was read as mcGAS MS inh -6.4.
Screening O=c1cc(-c2ccccc2)oc2ccc(Cl)cc12 returned mcGAS MS inh -6.8.
`O=C(Nc1nc2c(s1)CCCCC2)c1cncn1-c1ccc(F)cc1` gave mcGAS MS inh -3.0.
`N#Cc1ccc(CS(N)(=O)=O)cc1` gave mcGAS MS inh -7.2.
`CCC(CC)(CCO)CNC(=O)c1ccncc1Cl` gave mcGAS MS inh -8.0.
`Cc1cc(C(=O)N2CC(OCC(=O)N(C)C)C2)nn1-c1ccccc1` gave mcGAS MS inh -7.5.
For CC(=NNc1nc2ccccc2[nH]1)C1CC1 the results were mcGAS MS inh -14.4.
Oc1ccc(C=Cc2ccc3ccccc3n2)cc1 was read as mcGAS MS inh -0.6.
`COc1cccc(C(=O)N2CCN(C(C(=O)NCc3cccc(C)c3)C3CCCC3)CC2)c1` (stereo unspecified) gave mcGAS MS inh 1.3.
For O=C1CC(=O)CC2(CCCC2)C1 the results were mcGAS MS inh 17.6.
c1ccc(OCCCn2c3ccccc3c3nc4ccccc4nc32)cc1 was read as mcGAS MS inh -14.6.
For CNC(=O)c1c(-c2c(Cl)cccc2Cl)noc1C the results were mcGAS MS inh -0.2.
CC(C)(C)c1ccc(S(=O)(=O)n2cc(-c3ccccc3)c(N)n2)cc1 was read as mcGAS MS inh 5.1.
Screening Cc1cc(COc2ccc3cc(Br)ccc3c2)no1 returned mcGAS MS inh -6.5.
Screening CCN(CCCN1CCOCC1)C(=O)c1ccccc1C1CCNC1 (stereo unspecified) returned mcGAS MS inh -15.4.
CC(C)(C)c1nnc(SCCc2ccccc2)n(N)c1=O was read as mcGAS MS inh -16.5.
CCNc1nc(Nc2ccc(OC)cc2)c2cn[nH]c2n1 was read as mcGAS MS inh -5.6.
Screening CC(C)c1ccc2nc(Cc3cccc(C(N)=O)c3)[nH]c(=O)c2c1 returned mcGAS MS inh -0.9.
Screening CCn1nnc2c(NCc3ccc4c(c3)OCO4)ncnc21 returned mcGAS MS inh -14.7.
Screening CCN(CCn1cccn1)C(=O)c1ccoc1C returned mcGAS MS inh -0.7.
For c1ccc(COC2CCCN(Cc3cnc(-c4cccs4)nc3)C2)nc1 (stereo unspecified) the results were mcGAS MS inh 6.4.
For Cc1ccc2nc(C)c(NC(=O)c3ccc(Cl)cc3)c(=O)n2c1 the results were mcGAS MS inh 10.5.
O=c1ccc(-c2ccncc2)nn1CCNS(=O)(=O)c1ccc(OC(F)(F)F)cc1 was read as mcGAS MS inh -4.9.
NS(=O)(=O)c1ccc(NN=C2CCCC2)c([N+](=O)[O-])c1 was read as mcGAS MS inh 1.8.
`COC(=O)c1c(C)[nH]c(C(=O)NC(C)Cc2cccc(Cl)c2)c1C` (stereo unspecified) gave mcGAS MS inh -1.9.
Screening Cc1ccc(C(=O)NC2CC3(CCN(C)CC3)Oc3ccccc32)o1 (stereo unspecified) returned mcGAS MS inh 3.9.
For CC(C)Cn1ncc2c1NC(=O)CC2c1ccccc1-c1ccco1 (stereo unspecified) the results were mcGAS MS inh -18.9.
For COc1ccc(F)cc1-c1csc(-c2ccc(NC(=O)c3cccs3)cc2)n1 the results were mcGAS MS inh -16.5.
O=C(CCC1CCCC1)Nc1c2c(nn1-c1ccc([N+](=O)[O-])cc1)CS(=O)(=O)C2 was read as mcGAS MS inh -10.5.
`Cc1cc(C)n(Cc2ccc(C(=O)N3CCC4(CN(C)C(=O)O4)C3)cc2)n1` (stereo unspecified) gave mcGAS MS inh -8.0.
Screening O=C(Nc1ccc(OCc2ccco2)c(Cl)c1)N1CCOCC1 returned mcGAS MS inh -7.7.
`O=C(c1ccc2ncccc2c1)N1C[C@H](O)[C@@H](N2CCOCC2)C1` gave mcGAS MS inh -3.6.
Screening COC(=O)Cn1c(CN2CCN(Cc3ccccc3)CC2)nc2c1c(=O)n(C)c(=O)n2C returned mcGAS MS inh -10.6.
Screening COc1cccc(-n2c(C3(c4ccc(Cl)cc4)CCC3)n[nH]c2=S)c1 returned mcGAS MS inh 8.3.
CCc1nn(C)c(Cl)c1CN(Cc1ccco1)C(C)C(C)C (stereo unspecified) was read as mcGAS MS inh -10.4.
For Cn1ncc(N=Cc2ccccc2O)c1C(=O)N1CCOCC1 the results were mcGAS MS inh -15.7.
`COc1ccccc1NC(=O)Cn1nc(C(C)C)c2cnn(-c3ccc(F)cc3)c2c1=O` gave mcGAS MS inh -4.4.
Screening COc1cc(S(=O)(=O)Nc2ccc(I)cc2)ccc1N returned mcGAS MS inh -10.1.
Screening O=c1[nH]c(CSc2nnc(-c3ccco3)n2C2CCCCC2)nc2ccsc12 returned mcGAS MS inh -8.2.
For CCn1c(CC2CCN(Cc3ccc(NC(C)=O)cc3)CC2)nn(C)c1=O the results were mcGAS MS inh 3.8.

A portion from further up:
For c1ccc(COC2CCCN(Cc3cnc(-c4cccs4)nc3)C2)nc1 (stereo unspecified) the results were mcGAS MS inh 6.4.
For Cc1ccc2nc(C)c(NC(=O)c3ccc(Cl)cc3)c(=O)n2c1 the results were mcGAS MS inh 10.5.
O=c1ccc(-c2ccncc2)nn1CCNS(=O)(=O)c1ccc(OC(F)(F)F)cc1 was read as mcGAS MS inh -4.9.
NS(=O)(=O)c1ccc(NN=C2CCCC2)c([N+](=O)[O-])c1 was read as mcGAS MS inh 1.8.
`COC(=O)c1c(C)[nH]c(C(=O)NC(C)Cc2cccc(Cl)c2)c1C` (stereo unspecified) gave mcGAS MS inh -1.9.

Next section:
`O=C(CCOc1ccccc1)N1CCC(CO)(Cc2ccc(Cl)cc2)CC1` gave mcGAS MS inh -1.2.
Screening FC(F)C(F)(F)C(F)(F)C(F)(F)CNCc1ccco1 returned mcGAS MS inh 6.1.
`O=C1NC2(CCSC2)C(=O)N1CN1CCCc2ccc(F)cc21` (stereo unspecified) gave mcGAS MS inh 4.9.
`CN1CCN(Nc2ncnc3scc(-c4ccc(F)cc4)c23)CC1` gave mcGAS MS inh 5.0.
Cc1cc(Cl)ccc1OCC(=O)N=Nc1c(O)[nH]c2ccc(F)cc12 was read as mcGAS MS inh 22.8.
For Cc1ccc(Cl)cc1NS(=O)(=O)c1cc(C(=O)O)cc(C)c1C the results were mcGAS MS inh -33.8.
Screening CCOC(=O)c1nn(-c2ccccc2)c(=O)cc1OCC(=O)Nc1ccc(C)c(F)c1 returned mcGAS MS inh -1.6.
Screening Cc1cc(F)ccc1NC(=O)CCC1CCCN(C(=O)C2CCCC2)C1 (stereo unspecified) returned mcGAS MS inh -10.2.
CCn1nnnc1SCC(=O)Nc1ncc(Cc2cccc(Cl)c2)s1 was read as mcGAS MS inh -0.7.
Screening CC(C)CC1(C)NC(=O)NC1=O (stereo unspecified) returned mcGAS MS inh 7.3.
Screening Cc1cc2cc(C(=O)N3CCCC(CO)(CCOc4ccccc4)C3)ccc2o1 (stereo unspecified) returned mcGAS MS inh -3.3.
CN(CCc1ccccn1)C(=O)CNc1ccnc2cc(F)ccc12 was read as mcGAS MS inh -5.8.
Screening COC(=O)c1ccc(Cl)c(S(=O)(=O)N(C)Cc2ccc(C)o2)c1 returned mcGAS MS inh 18.3.
For COc1ccc(-n2cnnc2Cc2nn[nH]n2)cc1 the results were mcGAS MS inh -6.2.
Screening Cc1ccc(Cl)c(C(=O)N2CCOC(Cc3ccccc3)C2)c1 (stereo unspecified) returned mcGAS MS inh -4.0.
For COCCN(Cc1ccccc1F)Cc1coc2ccc(C)cc2c1=O the results were mcGAS MS inh -7.2.
`COCCOCCNC(=O)c1cccc(F)c1Cl` gave mcGAS MS inh 0.2.
Screening CCCCN1CC(C(=O)O)CCC1c1ccc(OC)c(OC)c1 (stereo unspecified) returned mcGAS MS inh -4.5.
CCc1ncc(C(=O)N2CCN(Cc3ncccc3C)CC2)cn1 was read as mcGAS MS inh -10.1.
`O=C(Cc1csc(-c2ncn[nH]2)n1)N1CCCC1Cn1cccn1` (stereo unspecified) gave mcGAS MS inh -8.6.
Screening Cc1nc(SCC(=O)c2c(N)n(C3CC3)c(=O)[nH]c2=O)c(C#N)c(C)c1C returned mcGAS MS inh 1.2.
For CCc1ccc(NC(=O)c2nnc(CN(CC(C)(C)O)C(C)C)s2)cc1 the results were mcGAS MS inh -5.4.
Screening Cc1ccc(-c2ccnc3c(C(=O)O)cnn23)o1 returned mcGAS MS inh -4.2.
Screening Cc1cccnc1CC(C)Nc1ncc(C)c(N(C)C)n1 (stereo unspecified) returned mcGAS MS inh -13.5.
For CCc1cccc2c(C(CC(=O)O)c3ccc(OC)cc3OC)c[nH]c12 (stereo unspecified) the results were mcGAS MS inh -0.1.
`CC(C)C1CN(C(=O)NCc2cccnc2N(C)C)CCS1` (stereo unspecified) gave mcGAS MS inh -7.4.
For N#CCSc1nnc(-c2ccccc2)c2ccccc12 the results were mcGAS MS inh -0.7.
For O=[N+]([O-])c1cn(-c2nc(-c3ccccc3)cc(C(F)(F)F)n2)cn1 the results were mcGAS MS inh -4.1.
Screening CC1(C(=O)O)CCCN1C(=O)c1ccoc1 (stereo unspecified) returned mcGAS MS inh 1.4.
For N#Cc1c[nH]n2c(NC3CCCC3)c(-c3ccc(Br)cc3)nc12 the results were mcGAS MS inh -5.3.
Screening CNC(=O)c1csc(Br)c1 returned mcGAS MS inh 5.8.
Screening Nc1nc(C(F)(F)F)nn1C(=O)c1ccc(Br)o1 returned mcGAS MS inh 25.5.
`CCOc1ccccc1NC(=O)Cn1ccc2ccn(Cc3ccccc3)c2c1=O` gave mcGAS MS inh -11.7.
CC(C)CNc1ccc2c(n1)C(=O)N([C@H](C)C(=O)NCc1ccc(F)cc1)C2 was read as mcGAS MS inh 7.3.
`COc1cc2ccccc2cc1-c1nc(-c2nonc2N)no1` gave mcGAS MS inh -1.7.
`O=C(c1cccc(F)c1)N1CCCC(c2n[nH]c(=O)n2-c2ccccc2)C1` (stereo unspecified) gave mcGAS MS inh -26.1.
`O=c1c(Br)nn(Cc2ccon2)c2ccccc12` gave mcGAS MS inh 9.3.
Screening C=C(Cl)CSc1nc(CC(=O)OC)cc(=O)[nH]1 returned mcGAS MS inh 13.7.
`O=C1CN(CCOc2ccc(Br)cc2)CCN1` gave mcGAS MS inh -9.9&-2.2.
For CC(C)(O)C#Cc1cccc(C(=O)NCCN2Cc3ccccc3OC(c3ccsc3)C2)c1 (stereo unspecified) the results were mcGAS MS inh -8.1.
For Cc1ccccc1C(C(=O)N1CCCOCC1)N(C)C (stereo unspecified) the results were mcGAS MS inh -21.1.
`OC(c1ccc(F)cc1)c1ncc(-c2cccc3ccccc23)[nH]1` (stereo unspecified) gave mcGAS MS inh -6.2.
Screening O=C(C1=C2SC=C(c3ccc(Br)cc3)N2CC1)c1ccc2c(c1)OCO2 returned mcGAS MS inh -5.6.
`CCS(=O)(=O)N1CCC2(CC1)OCCN2S(=O)(=O)c1ccc(C)cc1` gave mcGAS MS inh -12.5.
`Cc1cc(C)nc(Cc2nc3scc(C(C)C)c3c(=O)[nH]2)n1` gave mcGAS MS inh 0.0&4.0.
`COc1ccccc1-n1cc(C(=O)NCC2(C)CC(C)=NO2)cn1` (stereo unspecified) gave mcGAS MS inh -21.1.

Six entries picked at random from the list so far:
For Cc1ccccc1C(C(=O)N1CCCOCC1)N(C)C (stereo unspecified) the results were mcGAS MS inh -21.1.
`CCS(=O)(=O)N1CCC2(CC1)OCCN2S(=O)(=O)c1ccc(C)cc1` gave mcGAS MS inh -12.5.
`COc1ccccc1-n1cc(C(=O)NCC2(C)CC(C)=NO2)cn1` (stereo unspecified) gave mcGAS MS inh -21.1.
`Cc1cc(C)nc(Cc2nc3scc(C(C)C)c3c(=O)[nH]2)n1` gave mcGAS MS inh 0.0&4.0.
`OC(c1ccc(F)cc1)c1ncc(-c2cccc3ccccc23)[nH]1` (stereo unspecified) gave mcGAS MS inh -6.2.
Screening O=C(C1=C2SC=C(c3ccc(Br)cc3)N2CC1)c1ccc2c(c1)OCO2 returned mcGAS MS inh -5.6.
